Bcl-B TR3 displacers: displacers of TR3 peptide from Bcl-B, primary screen, selectivity assay for Bfl-1 inhibitor project, biochemical, fluorescence polarization; FP displacement of FITC-TR3 peptide from Bcl-B; higher % means a stronger effect; one-dose displacement, % at 20 µM; IC50 in µM for titrated hits; hit rate 0.11% among 96,000;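 active means displacement above 50% at 20 µM plus a fluorescence interference ratio under 1.5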;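 further: plate controls were wells without compound for no effect and wells lacking Bcl-B protein for full effect; a part of the inactive calls stands beside numbers as strong as those of hits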
IL1B NFkB inh: blocks IL-1B driven NFkB nuclear translocation in HUVEC cells | inhibition, % at 2 µM | hit rate 0.43% among 94,000 | HUVEC IL-1B NFkB p65 nuclear translocation imaging;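 active means inhibition above about 30% together with a positive call from visual inspection of the well image, limit read from the data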;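 further: nuclear over cytoplasmic p65 intensity ratio measured by imaging; 0% = IL-1B stimulated DMSO wells and 100% = unstimulated DMSO wells; values of inactives mirror those of a sister screen read the other way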
MRP resist rev: compounds reversing MRP-mediated drug resistance. H69AR cells + 2 uM doxorubicin, CellTiter-Glo, 72 h. hit rate 0.04% among 85,000. differential viability (reversal), % at 10 µM;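 active means viability drop by adding the cancer drug above about 55%, with treated viability meeting a 40% cutoff, limit read from the data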;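 further: viability without doxorubicin minus viability with 2 µM doxorubicin for each compound; larger differential means the compound sensitizes cells more to doxorubicin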
IL1B NFkB pot: enhances IL-1B driven NFkB nuclear translocation; HUVEC IL-1B NFkB p65 nuclear translocation imaging; activation, % at 2 µM; hit rate 0.3% among 94,000; AID 819;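 active means activation above 40%, about the mean plus 3 SD, also judged a hit on visual image review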;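 further: percent activation is computed from the nuclear over cytoplasmic p65 intensity ratio; values of inactives mirror those of a sister screen read the other way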
PLAP inhibition: PLAP enzyme inhibitors, biochemical, luminescence, HTS (AID 690); purified PLAP, luminescent substrate; higher % means a stronger effect; hit rate 0.08% among 96,000; inhibition, % at 20 µM; hits with a dose series show IC50 in µM; in the data active means a potency from the dose series; inactive means the rest, 99 in 100 with inhibition below about 30%; further: strong numbers were not always called active
MRP resist rev cytotoxicity: recorded beside MRP resist rev, whose call it bears; viability, %; H69AR cells, CellTiter-Glo, 72 h; measured here: cytotoxicity without doxorubicin
MRP resist rev with doxorubicin: also measured in MRP resist rev; calls as there; viability, %; measured here: viability with 2 uM doxorubicin; stronger effect = lower value
IL1B NFkB inh cell count 2 µM: also measured in IL1B NFkB inh; calls as there; cell count; measured here: cells passing quality filter;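 raw number of nuclei counted in each imaged well without normalization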
IL1B NFkB pot cell count 2 µM: second read-out of IL1B NFkB pot, no call of its own (marks repeat the call); cell count; measured here: cells passing quality filter
* hit, by the source's call; . = no result given. Not all compounds are listed (hit frequency here may not be typical).

Every second line gives: IL1B NFkB pot cell count 2 µM	MRP resist rev	MRP resist rev with doxorubicin	IL1B NFkB inh	IL1B NFkB pot	IL1B NFkB inh cell count 2 µM	Bcl-B TR3 displacers	MRP resist rev cytotoxicity	PLAP inhibition
- Cc1cc(NC(=O)Nc2cc(C)nn2-c2ccccc2)n(-c2ccccc2)n1
  214	-10.8	95.6	-3.2	3.2	214	-6.2%	84.8	6.3%
- Cc1cccc(C)c1OCC(O)CN1CCC(CN2C(=O)c3cccc4cccc(c34)C2=O)CC1 (configuration not stated)
  198	.	.	-11.9	11.9	198	11.6%	.	-66.1%
- CCN1C(=O)/C(=C2\C=Cc3ccccc3N2CC)SC1=S
  136	.	.	2.0	-2.0	136	0.0%	.	23.5%
- O=C(NCc1cccs1)C1CCN(S(=O)(=O)c2cccs2)CC1
  145	10.0	88.1	2.3	-2.3	145	.	98.1	.
- N#Cc1ccsc1NC(=O)CSc1ncn[nH]1
  119	-5.6	98.5	-11.7	11.7	119	-7.5%	92.9	-39.2%
- CCCCn1nc2cc(C(=O)NC3CCc4ccccc43)ccc2c1OCC (configuration not stated)
  .	.	.	.	.	.	0.6%	.	-53.4%
- CC(NS(=O)(=O)c1ccccc1)C(=O)Nc1ccc(S(N)(=O)=O)cc1 (configuration not stated)
  128	-35.8	103.0	16.7	-16.7	128	.	67.3	.
- CCOc1ccc(CC(=O)Nc2sc(Cc3ccccc3)cc2C(N)=O)cc1OCC
  158	.	.	-9.8	9.8	158	-5.8%	.	-5.9%
- O=Cc1cn(CC(=O)N2CCCc3ccccc32)c2ccccc12
  127	-20.6	56.1	-3.2	3.2	127	.	35.5	.
- O=C1OCCC1Sc1nc2ccccc2s1 (configuration not stated)
  82	-5.1	94.4	-0.2	0.2	82	-4.9%	89.3	-3.4%
- CC(C)CC(=O)N1CCN(S(C)(=O)=O)CC1
  197	2.7	94.5	-6.6	6.6	197	-2.2%	97.2	3.9%
- COC(=O)CC1C(=O)NCCN1C(=O)CSc1nnc(Nc2ccc(C)cc2)s1 (configuration not stated)
  141	.	.	-5.3	5.3	141	5.5%	.	10.4%
- COc1ccc(-n2c(Cc3cccn3C)nnc2SCC(=O)NC2CCCCC2)cc1
  .	12.2	76.1	.	.	.	4.2%	88.2	-35.4%
- CC(=O)Nc1nc2ccc(Br)cc2s1
  109	.	.	-4.1	4.1	109	1.9%	.	6.2%
- CC(=O)Oc1ccc(N2C(=O)CC(N3CCOCC3)C2=O)cc1 (configuration not stated)
  .	4.0	87.4	.	.	.	-4.7%	91.3	16.0%
- N#Cc1cnn2c1nc(N1CCCCC1)c1ccccc12
  96	.	.	17.9	-17.9	96	-0.4%	.	-4.3%
- CCOCCCNC(=O)c1cn(C)c2ccc(S(=O)(=O)N(C)C3CCCCC3)cc2c1=O
  59	-3.0	80.9	-1.3	1.2	59	-0.6%	77.9	-70.4%
- Cc1ccc(C)c(-c2nc3cc(N)ccc3o2)c1
  .	.	.	.	.	.	-9.7%	.	-6.1%
- O=c1[nH]c(C(F)(F)F)nc2c1nnn2Cc1ccccc1F
  158	8.2	83.6	2.8	-2.8	158	6.8%	91.7	-15.4%
- CCN1CCN(CC(=O)c2c[nH]c3ccccc23)CC1
  203	.	.	4.8	-4.9	203	-22.6%	.	7.1%
- Brc1ccc2[nH]c3nc(SCCN4CCOCC4)nnc3c2c1
  121	6.4	84.4	-7.0	7.0	121	.	90.8	.
- COc1ccc(C(C[N+](=O)[O-])c2c(-c3ccccc3)cc3ccccn23)c(OC)c1 (configuration not stated)
  209	.	.	-2.4	2.4	209	-6.8%	.	-37.3%
- CC(C)=CCC(C)(C)C1OCCN1C(=O)Nc1ccccc1 (configuration not stated)
  74	-21.5	86.0	3.0	-3.0	74	5.4%	64.6	22.5%
- COC(=O)c1cccc(NC(=O)CSc2nnc(C)n2Cc2ccccc2)c1
  .	1.1	69.1	.	.	.	-10.5%	70.2	-55.4%
- O=C(Nc1ccc(Br)cc1)c1cccn1-c1ncc(C(F)(F)F)cc1Cl
  122	.	.	0.7	-0.7	122	-0.7%	.	29.9%
- CC(C)NC(=O)c1ccc(Sc2ccccc2)c([N+](=O)[O-])c1
  175	.	.	4.6	-4.6	175	-1.9%	.	-15.1%
- O=c1cc(CO)oc(CN2CCN(CCO)CC2)c1O
  146	.	.	-13.6	13.6	146	-8.4%	.	-40.7%
- COc1ccc(OC)c(C(c2nnnn2CC2CCCO2)N2CCN(C)CC2)c1 (configuration not stated)
  83	-0.6	92.6	-0.5	0.5	83	3.3%	92.0	13.1%
- C(=C\c1nnc(-c2cccs2)o1)/c1ccccc1
  .	.	.	.	.	.	6.9%	.	-13.6%
- O=C(c1ccc(N2CCCC2=O)cc1)N1CCOCC1
  132	.	.	-6.2	6.2	132	-0.3%	.	5.4%
- COc1ccccc1NC(=O)CN1CCC(C(=O)c2ccc(F)cc2)CC1
  161	-8.0	92.0	0.7	-0.7	161	3.9%	84.0	-17.4%
- Cc1cc(C(=O)COC(=O)CN(C)S(=O)(=O)c2ccc(Cl)cc2)c(C)n1Cc1cccs1
  123	10.5	87.8	-2.0	2.0	123	0.0%	98.3	0.4%
- COc1ccc(Cl)cc1NC(=O)N1CCN(C2CCCCC2)CC1
  108	10.0	76.5	-14.0	14.0	108	-0.8%	86.5	-44.4%
- O=C(NCCCCc1ccccc1)C1CC(c2ccccc2[N+](=O)[O-])=NO1 (configuration not stated)
  117	.	.	2.9	-2.9	117	4.4%	.	-20.2%
- COCCCNC(=O)CNC(=S)N(Cc1ccccc1F)C1CCCCC1
  184	16.3	80.3	-4.7	4.7	184	2.1%	96.6	-58.7%
- COc1ccc(Br)cc1C1CC(=O)N2CN(C)CSC2=C1C#N (configuration not stated)
  146	28.4	70.2	0.4	-0.4	146	4.8%	98.5	-21.8%
- CCOC(=O)Nc1nc(C)c(C(=O)N(C)C)s1
  121	8.9	84.7	4.4	-4.4	121	-1.3%	93.6	15.3%
- O=C(NC1CCCCC1)c1nn2c(C(F)(F)F)cc(-c3ccco3)nc2c1Br
  192	-6.1	75.0	2.8	-2.8	192	-108.0%	68.9	-5.7%
- Cc1cc(NC(=O)COc2ccc(Cl)cc2Cl)n(-c2ccccc2)n1
  165	7.1	78.4	-14.5	14.5	165	-7.4%	85.5	10.7%
- Cc1cnc(NC(=O)COc2cccc3c2OC(C)(C)C3)s1
  161	2.4	77.5	-7.4	7.4	161	-1.0%	79.9	1.6%
- COc1cc(NC(=O)CN2C(=O)c3ccccc3S2(=O)=O)c(OC)cc1Cl
  186	-1.2	93.1	-4.3	4.3	186	-5.9%	92.0	-10.3%
- Cc1sc2nc(CN3CCOCC3)nc(N3CCC(C(N)=O)CC3)c2c1C
  98	1.8	93.9	-3.5	3.5	98	-4.0%	95.8	.
- COc1cccc(C(=O)Nc2ccc(NC(=O)c3ccco3)cn2)c1
  137	-20.3	78.9	9.7	-9.7	137	5.3%	58.6	6.0%
- O=C1C2C3C=CC(C3)C2C(=O)N1c1nc2ccccc2s1 (configuration not stated)
  171	-8.0	89.4	1.4	-1.4	171	.	81.5	.
- CCN1CCCC1CNCc1cc(OC)c(OC)c(OC)c1 (configuration not stated)
  152	1.2	100.2	4.2	-4.2	152	5.8%	101.4	8.9%
- N#Cc1nc(-c2ccc(OCc3ccc(Cl)cc3)cc2)oc1N1CCC(C(N)=O)CC1
  167	-14.7	70.4	3.8	-3.8	167	21.0%	55.8	10.8%
- O=C1c2ccccc2S(=O)(=O)N1CC(O)Cn1ccc2ccccc21 (configuration not stated)
  74	-3.0	92.0	25.4	-25.4	74	3.3%	89.1	-22.5%
- O=C(O)Cc1ccc(C(=O)c2ccccc2F)s1
  143	7.9	90.3	2.7	-2.7	143	-6.6%	98.1	6.5%
- COC(=O)c1ccc(C2C(C(=O)c3cc4ccccc4o3)=C(O)C(=O)N2CCCN(C)C)cc1 (configuration not stated)
  91	.	.	-22.3	22.3	91	9.0%	.	-40.8%
- Cn1c(Cc2ccccc2)nnc1SCC(=O)NC1CCCCC1
  174	2.7	88.2	-7.9	7.9	174	-4.7%	91.0	-3.5%
- CCN(CC)c1ccc(/C=C(/C#N)c2nc3ccc(C)cc3[nH]2)c(OC(C)C)c1
  145	.	.	-2.4	2.4	145	4.0%	.	28.9%
- Cc1nc(-c2cccnc2)sc1C(=O)Nc1ccc(F)cc1F
  181	.	.	-15.1	15.1	181	-4.2%	.	23.7%
- O=[N+]([O-])c1cccc(-c2nc(-c3cccs3)c(-c3cccs3)[nH]2)c1
  144	.	.	7.5	-7.5	144	0.0%	.	18.0%
- COc1ccc(S(=O)(=O)N(CCc2ccccc2)CC(=O)NC(C)C)cc1
  73	0.1	96.3	-17.2	17.2	73	-0.5%	96.4	-7.8%
- Cn1c(=O)[nH]c(=O)c2c1nc(Br)n2CCSc1nc2ccccc2o1
  83	-2.5	87.9	3.9	-3.9	83	-11.1%	85.4	-38.4%
- Cc1nc2ccc(NC(=O)NCCCO)cc2s1
  66	11.4	85.5	-0.3	0.3	66	-9.0%	96.9	3.7%
- CCn1c(SCC(=O)NCc2ccc3c(c2)OCO3)nnc1-c1cccs1
  157	-7.3	105.7	-25.6	25.6	157	-4.7%	98.4	20.9%
- Cc1c(C(=O)NCc2ccc3c(c2)OCO3)oc2ccccc12
  149	10.0	84.8	-18.2	18.2	149	.	94.8	.
- COc1ccc(C2C=C(c3ccc(C)c(C)c3)Nc3ncnn32)c(OC)c1OC (configuration not stated)
  .	-44.8	69.8	.	.	.	2.1%	25.0	-76.6%
- COc1ccc(S(=O)(=O)N(CC(=O)N2CCN(c3ccccc3)CC2)c2ccccc2)cc1
  110	2.0	79.8	0.8	-0.8	110	-13.3%	81.8	-25.0%

Part of the list above, with tabs:
SMILES	IL1B NFkB pot cell count 2 µM	MRP resist rev	MRP resist rev with doxorubicin	IL1B NFkB inh	IL1B NFkB pot	IL1B NFkB inh cell count 2 µM	Bcl-B TR3 displacers	MRP resist rev cytotoxicity	PLAP inhibition
O=C1OCCC1Sc1nc2ccccc2s1 (configuration not stated)	82	-5.1	94.4	-0.2	0.2	82	-4.9%	89.3	-3.4%
CC(C)CC(=O)N1CCN(S(C)(=O)=O)CC1	197	2.7	94.5	-6.6	6.6	197	-2.2%	97.2	3.9%
COC(=O)CC1C(=O)NCCN1C(=O)CSc1nnc(Nc2ccc(C)cc2)s1 (configuration not stated)	141	.	.	-5.3	5.3	141	5.5%	.	10.4%
COc1ccc(-n2c(Cc3cccn3C)nnc2SCC(=O)NC2CCCCC2)cc1	.	12.2	76.1	.	.	.	4.2%	88.2	-35.4%

Next structures follow:
Every second line gives: IL1B NFkB pot cell count 2 µM	MRP resist rev	MRP resist rev with doxorubicin	IL1B NFkB inh	IL1B NFkB pot	IL1B NFkB inh cell count 2 µM	Bcl-B TR3 displacers	MRP resist rev cytotoxicity	PLAP inhibition
- Cc1sc(NC(=O)c2ccco2)c(CN2CCN(c3ccccn3)CC2)c1C
  116	3.0	68.8	2.4	-2.4	116	7.9%	71.7	-18.4%
- CCOc1ccc(-c2nc(C#N)c(N3CCCCCC3)o2)cc1
  47	-10.1	84.4	-1.7	1.7	47	2.0%	74.3	-48.1%
- CCCNC(=O)c1ccc2c(c1)C1C3CCC(C3)C1C(c1ccccc1)N2 (configuration not stated)
  143	.	.	-25.4	25.4	143	-1.4%	.	-157.3%
- CCCCn1c(=O)[nH]c(=O)c2c1nc(-c1ccsc1)n2Cc1ccccc1
  162	39.0	34.1	-6.1	6.1	162	10.9%	73.1	14.4%

Whole records, looked up by structure. Values in the order: IL1B NFkB pot cell count 2 µM | MRP resist rev | MRP resist rev with doxorubicin | IL1B NFkB inh | IL1B NFkB pot | IL1B NFkB inh cell count 2 µM | Bcl-B TR3 displacers | MRP resist rev cytotoxicity | PLAP inhibition
`Cc1cc(C(=O)COC(=O)CN(C)S(=O)(=O)c2ccc(Cl)cc2)c(C)n1Cc1cccs1` in the list: 123 | 10.5 | 87.8 | -2.0 | 2.0 | 123 | 0.0% | 98.3 | 0.4%
`O=Cc1cn(CC(=O)N2CCCc3ccccc32)c2ccccc12` in the list: 127 | -20.6 | 56.1 | -3.2 | 3.2 | 127 | . | 35.5 | .
